Screens: PubChem, several laboratories
CCHF vOTU inh: blocks the CCHF virus ovarian tumor domain protease. CCHFV vOTU protease, Pep-AMC fluorescence. hit rate 0.55% among 370,000. AID 651958. inhibition, % at 11.5 µM; in the data active means inhibition above about 30%; further: 0% = vehicle wells with enzyme and 100% = no enzyme wells
Y pestis TopoI: Y. pestis Topo-I inhibition via cleavage products; AID 504884; Y. pestis Topo-I cleavage product accumulation, plate reader; activity, % at 10 µM; hit rate 0.064% among 360,000; in the data active means activity above about 50%, passing the limit was not always enough; inconclusive means no clear call, values can overlap the other calls; further: inactives centre near 2
PfHsp40 rescue: compounds rescuing yeast from Plasmodium falciparum HSP40 toxicity; AID 504582; growth rescue, % at 12.5 µM; S. cerevisiae expressing PfHsp40, growth rescue, ATP luminescence; hit rate 0.68% among 340,000; in the data active means growth rescue above about 28%, passing the limit was not always enough; inconclusive means no clear call, values can overlap the other calls;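 further: yeast W303a lacking pdr1 and pdr3 grown in galactose medium; growth measured after three days at 30 °C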
PrPC surface inh: inhibitors of human cell surface prion protein PrPC | P04156 | TR-FRET read-out | inhibition, % at 13.8 µM | hit rate 0.43% among 370,000 | AID 720596; in the data active means inhibition above about 24%; further: 0% = median of the test wells and 100% = reference compound wells
FadD28 binding: inhibitors of Mycobacterium tuberculosis FadD28 bisubstrate binding. FadD28 bisubstrate probe binding, fluorescence polarization. inhibition, % at 12.5 µM. hit rate 0.22% among 360,000. AID 588549; in the data active means inhibition above about 8.5%, passing the limit was not always enough; inconclusive means no clear call, values can overlap the other calls
TcdB GH inh: blocks C. difficile toxin B glycohydrolase activity; P18177; TcdB glycohydrolase enzymatic assay, plate reader; inhibition, % at 9.99 µM; hit rate 0.24% among 350,000; in the data active means inhibition above about 10%
BoNT A protease: BoNT A light chain protease inhibition; multiplex microsphere protease substrate cleavage, flow cytometry; inhibition, % at 10 µM; hit rate 0.17% among 360,000; further: plate controls were buffer without enzyme for full effect and enzyme alone for no effect
BoNT F protease: BoNT F light chain protease inhibition; Multiplex microsphere protease cleavage assay, flow cytometry; inhibition, % at 10 µM; hit rate 0.22% among 360,000; in the data active means inhibition above about 35%, passing the limit was not always enough; inconclusive means no clear call, values can overlap the other calls; further: plate controls were buffer without enzyme for full effect and enzyme alone for no effect
Anthrax LF inh2: blocks Bacillus anthracis lethal factor protease. multiplex microsphere protease cleavage assay, LF. inhibition, % at 10 µM. hit rate 0.12% among 360,000. AID 588501; further: plate controls were buffer without enzyme for full effect and enzyme alone for no effect
Target sequence (P15917 whole entry, looked up): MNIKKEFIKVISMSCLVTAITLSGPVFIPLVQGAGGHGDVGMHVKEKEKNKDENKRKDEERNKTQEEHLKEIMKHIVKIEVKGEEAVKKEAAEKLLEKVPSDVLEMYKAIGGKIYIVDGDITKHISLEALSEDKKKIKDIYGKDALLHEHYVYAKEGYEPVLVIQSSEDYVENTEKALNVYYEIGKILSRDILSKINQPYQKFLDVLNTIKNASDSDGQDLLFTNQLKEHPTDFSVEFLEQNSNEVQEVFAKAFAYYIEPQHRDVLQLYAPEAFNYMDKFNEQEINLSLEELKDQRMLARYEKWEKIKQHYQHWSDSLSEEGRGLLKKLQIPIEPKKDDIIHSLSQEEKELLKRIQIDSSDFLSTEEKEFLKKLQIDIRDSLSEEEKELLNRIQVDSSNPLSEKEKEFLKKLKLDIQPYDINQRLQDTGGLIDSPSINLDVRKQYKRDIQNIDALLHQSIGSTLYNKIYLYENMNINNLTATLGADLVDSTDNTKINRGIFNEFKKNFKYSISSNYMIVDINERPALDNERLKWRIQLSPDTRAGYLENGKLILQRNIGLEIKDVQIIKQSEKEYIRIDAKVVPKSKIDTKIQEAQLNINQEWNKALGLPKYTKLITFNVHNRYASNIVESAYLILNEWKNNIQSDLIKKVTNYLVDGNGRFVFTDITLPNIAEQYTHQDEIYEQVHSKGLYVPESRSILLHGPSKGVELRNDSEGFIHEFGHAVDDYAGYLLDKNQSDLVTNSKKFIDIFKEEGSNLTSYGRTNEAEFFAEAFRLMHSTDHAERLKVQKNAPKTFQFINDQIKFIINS
* marks the source's active call; other numbers are inactive results; ? = inconclusive; . = no result given. Unless noted, no stated cut-off is given here; in the data, active means inhibition above about 30%; inconclusive means no clear call, values can overlap the other calls; inactive means below that.

SMILES	CCHF vOTU inh	Y pestis TopoI	PfHsp40 rescue	PrPC surface inh	FadD28 binding	TcdB GH inh	BoNT A protease	BoNT F protease	Anthrax LF inh2
CCOc1nc(Nc2ccccc2)nc(OCC)n1	-2	6	-1.6	-1	-4.3	-1.6	-1.1	0	4
Cc1ccc(C)c(CSc2nnc(-c3cccnc3)n2N)c1	-3	11	-1.5	-3	-0.6	.	0.8	0	-2
Cc1ccc(-n2ccnc2SCC(=O)N(CC(C)C)C2CCS(=O)(=O)C2)c(C)c1 (configuration not stated)	5	27	-0.3	-1	-3.0	.	1.5	4	1
COc1ccc(/C=N/NC(=O)CCc2c(C)n[nH]c2C)cc1OC	-7	-4	-0.8	-5	-4.1	.	0.0	5	1
Cn1nccc1-c1ccc(C(=O)Nc2cccc(NS(C)(=O)=O)c2)c2occc12	-2	10	.	6	-3.0	2.2	-0.4	3	0
Cc1cc(C)c2c(c1)c1nnc(SCCN3CCOCC3)nc1n2C	8	8	0.5	-16	-2.2	1.2	-1.6	-40	-6
CC(=O)Nc1ccc2nc(NC(=O)CS(=O)(=O)c3ccccc3)sc2c1	-10	-6	0.8	8	-2.6	-1.3	2.6	-2	2
COc1ccc(NC(=O)c2cc(Br)ccc2Cl)c([N+](=O)[O-])c1	4	11	0.1	-12	-2.0	1.2	-0.3	-3	0
O=C(c1ccc(S(=O)(=O)NCc2ccco2)cc1)N1CCN(Cc2ccccc2F)CC1	-2	6	-0.6	-6	0.4	1.6	1.4	-12	2
CNC(=S)N/N=C(\C)c1ccccc1	1	0	1.2	-4	-0.5	1.1	-0.5	-11	-17
Cc1ccc2[nH]c3c(=O)n(CC(=O)NCCCN(C)Cc4ccccc4)ncc3c2c1	6	8	1.3	0	-4.9	1.5	-1.4	-4	-1
Cc1nc(Cl)sc1C(=O)Nc1ccccc1	2	-4	-0.2	-7	-2.3	.	-0.1	0	1
CCC(C(=O)O/N=C(\N)c1ccc(C)cc1)c1ccccc1 (configuration not stated)	2	13	-1.0	0	-1.5	.	-0.6	1	-2
COC(=O)C1=CN(CCOC23CC4CC(CC(C4)C2)C3)C=C(C(=O)OC)C1c1ccsc1	-60	38	2.5	9	-3.9	0.3	-0.7	-9	-1
CC(C)(C)NC(=O)NC(=O)COC(=O)c1ccco1	11	1	-2.0	-8	1.2	.	0.4	-7	-1
COc1ccc(NC(=O)N2C[C@H]3CON(C)[C@H]3C[C@H]2c2ccc(N3CCCCC3)cc2)cc1	-4	.	.	1	0.4	-1.0	-0.3	-3	-7
Cc1nc(NC(=O)c2cc3ccccc3o2)sc1C	3	9	0.2	0	-1.3	-0.5	0.3	-5	1
O=C(NCc1cccnc1)/C(=C\c1ccc(-c2cccc(Cl)c2)o1)S(=O)(=O)c1ccccc1	-3	35	0.0	14	-5.5	.	1.8	8	3
CCCCn1c(O)c(N=NC(=O)c2ccccc2NS(=O)(=O)c2cccs2)c2ccccc21	-7	10	1.0	-2	-2.8	.	-13	-111	-52
COc1ccccc1Nc1nc(N)nc(CSC(=S)N2CCC(C)CC2)n1	-8	19	2.8	6	-0.5	0.2	0.8	0	0
NC(=O)[C@H]1CC2(CC(c3cccc(NC(=O)CC(c4ccccc4)c4ccccc4)c3)=NO2)CN1C(=O)c1ccccc1C(=O)c1ccccc1 (some centres not stated)	8	2	-0.3	-3	-2.9	0.7	0.2	-1	-8
CC(NC(=O)CCNC(=O)c1ccc(Br)cc1)c1ccc(S(N)(=O)=O)cc1 (configuration not stated)	11	-5	2.4	7	-2.0	-7.4	2.4	1	1
CC1CCCC(NC(=O)c2ccc3c(SCC(=O)O)c4c(nc3c2)CCC4)C1C (configuration not stated)	12	-3	1.0	3	0.5	0.1	-1.5	3	-3
CCn1c(SCc2cccc(C(=O)O)c2)nnc1-c1ccccc1	-6	-9	-0.4	0	0.7	.	-0.1	0	-6
Cc1ccc(S(=O)(=O)NCCCCCC(N)=O)cc1	3	4	-0.1	-2	-2.3	.	0.4	?	4

Further entries.
SMILES	CCHF vOTU inh	Y pestis TopoI	PfHsp40 rescue	PrPC surface inh	FadD28 binding	TcdB GH inh	BoNT A protease	BoNT F protease	Anthrax LF inh2
COc1ccc(C(=O)Nc2ccccc2C(=O)N2CCOCC2)cc1Br	-6	7	0.4	-4	-0.7	1.2	0.7	-5	2
CCN1CCN(C(=O)c2ccccc2NS(=O)(=O)c2ccc(Cl)cc2)CC1	-8	3	-0.6	1	0.5	-0.5	-1.0	-4	-1
CC(=O)Nc1cccc(-c2ccnc3c2CC(C(=O)Nc2ccc(C(C)C)cc2)O3)c1 (configuration not stated)	13	14	.	-3	-5.9	1.2	0.4	-1	-4
CCCn1c(SCc2cc(=O)[nH]c3ccccc23)nc2c1c(=O)n(C)c(=O)n2C	7	10	4.4	-4	0.3	.	1.9	-3	-5
CCN(Cc1ccccc1)S(=O)(=O)c1ccc(C(=O)N(CCCN(C)C)c2nc3cc(OC)ccc3s2)cc1	11	3	-0.8	-7	-21	0.4	-1.5	-6	-5
O=[N+]([O-])c1ccc(N2CCOCC2)nc1	-4	5	1.8	-17	-4.4	.	-0.1	12	-8
CCn1c(SCC(=O)NNC(=O)c2ccc(C)cc2)nnc1-c1ccncc1	-5	7	-1.2	3	-5.2	.	-1.1	3	-11
CC(=O)N(CC1CCCO1)c1nnc(-c2cnccn2)s1 (configuration not stated)	4	2	-0.1	-8	-2.2	7.4	0.2	-9	1
Cc1cccc(C)c1NC(=O)C(Cl)C(=O)c1ccccc1 (configuration not stated)	7	-7	-0.4	5	0.5	0.8	0.8	8	-2
Cc1cnc(NC(=O)c2cccs2)s1	6	-3	0.2	1	-1.2	2.5	2.2	9	5
Cc1cccc(C)c1-n1nnnc1SCc1nc(N)nc(N(C)C)n1	-1	19	.	12	-1.0	1.5	-0.7	-4	-13
CCCCn1c(N)c(N(CC)C(=O)c2cccc(OCc3ccccc3)c2)c(=O)[nH]c1=O	3	-1	0.1	-10	-2.3	1.9	1.3	5	-4
O=C(C1CCN(c2nnnn2-c2ccccc2)CC1)N1CCN(c2ccccc2)CC1	-5	21	-0.3	-5	-3.1	.	-2.0	-6	2
O=C(Nc1cccc2ccccc12)C1CCCC1	0	0	0.3	1	-0.7	0.6	-3.3	9	10
O=C(NCCN1C(=O)C2C3C=CC(C3)C2C1=O)Nc1ccc(Br)cc1 (configuration not stated)	7	-11	0.3	16	-5.1	1.4	-0.5	0	-8
COc1cc(OC)cc(C2=Cc3ccccc3C(CC(C)=O)N2c2ccc(C#CCCO)cc2)c1 (configuration not stated)	6	.	.	-7	.	0.1	2.8	-3	-8
CC(C)(C)NC(=O)C(c1ccncc1)N(Cc1cccs1)C(=O)Cn1nnc(-c2cccs2)n1 (configuration not stated)	15	14	-0.2	4	1.3	.	-0.5	-5	-4
O=C(COc1ccc(Br)cc1Br)NC(=O)NC1CCCC1	8	8	6.2	-3	-5.6	0.3	-0.7	-1	-2
CC(Sc1nncn1-c1ccccc1)C(=O)Nc1cccc([N+](=O)[O-])c1 (configuration not stated)	-2	-1	0.2	-17	-1.3	-0.4	0.1	-4	1
COc1ccc(CNS(=O)(=O)c2cc(Br)cc3c2N(C(C)=O)C(C)C3)cc1 (configuration not stated)	-2	0	-0.1	6	-4.5	0.2	-0.3	-4	1
CCn1nc(C)cc1-c1n[nH]c(=S)n1N	1	-9	0.3	0	0.1	.	0.2	-3	2
CC(C)(O)C#Cc1ccc(C(=O)N2CCN(c3ccc(F)cc3)CC2)cc1	-9	17	-0.1	-1	-0.4	-0.5	-0.3	-5	-6
CC1(C(=O)N(CC(=O)NC2CCCC2)Cc2ccccc2)CC(=O)N=C2C=CC=CN21 (configuration not stated)	-67	-4	-0.7	1	-2.3	1.7	0.5	-3	2
C=CCOC(=O)N1CCC2CC1c1c(-c3ccc(C(F)(F)F)cc3)cccc12 (configuration not stated)	8	.	.	2	-1.3	0.9	0.4	-5	-5
COc1ccc(-n2c(O)c(C=NCc3ccc4c(c3)OCO4)c(=O)[nH]c2=O)cc1	8	7	-0.4	-9	-0.1	0.6	1.8	11	-1

Laid out differently: entries from further up.
| compound | CCHF vOTU inh | Y pestis TopoI | PfHsp40 rescue | PrPC surface inh | FadD28 binding | TcdB GH inh | BoNT A protease | BoNT F protease | Anthrax LF inh2 |
| --- | --- | --- | --- | --- | --- | --- | --- | --- | --- |
| CC(C)(C)NC(=O)C(c1ccncc1)N(Cc1cccs1)C(=O)Cn1nnc(-c2cccs2)n1 (configuration not stated) | 15 | 14 | -0.2 | 4 | 1.3 | . | -0.5 | -5 | -4 |
| O=C(NCCN1C(=O)C2C3C=CC(C3)C2C1=O)Nc1ccc(Br)cc1 (configuration not stated) | 7 | -11 | 0.3 | 16 | -5.1 | 1.4 | -0.5 | 0 | -8 |
| CCn1c(SCC(=O)NNC(=O)c2ccc(C)cc2)nnc1-c1ccncc1 | -5 | 7 | -1.2 | 3 | -5.2 | . | -1.1 | 3 | -11 |

Additional compounds.
SMILES	CCHF vOTU inh	Y pestis TopoI	PfHsp40 rescue	PrPC surface inh	FadD28 binding	TcdB GH inh	BoNT A protease	BoNT F protease	Anthrax LF inh2
O=C(CCNS(=O)(=O)c1ccccc1)OCc1ccc([N+](=O)[O-])cc1	4	-5	.	-6	-0.6	5.9	0.2	5	-4
COc1cc(-c2cc(N3C(=O)Nc4ccccc4N3O)n[nH]2)cc(OC)c1OC	-4	6	-1.2	0	-0.8	.	0.5	9	3
CCOC(=O)C1CCN(S(=O)(=O)c2ccccc2)CC1	-8	4	0.4	5	-0.4	0.8	-0.5	27	-7
Cc1cccc(NC(=O)CSc2nnc(-c3ccc(S(=O)(=O)N4CCOCC4)cc3)n2C)c1	9	15	-0.2	5	0.5	.	-0.3	-2	-6
N#Cc1nc(-c2ccccc2F)oc1NCc1ccccc1	-35	14	9.6	8	-0.7	1.1	-0.9	-10	3
O=S(=O)(NCC1CCCO1)c1ccc(Cl)cc1 (configuration not stated)	16	7	1.8	-9	-0.2	-0.6	-2.3	?	-4
CCN(Cc1cc2cc(C)ccc2[nH]c1=O)C(=O)c1cccc([N+](=O)[O-])c1	-13	1	-0.3	-3	-0.5	1.4	-0.5	-5	0
N/C(=N\OC(=O)CC1CCCCC1)c1ccc(Cl)cc1	12	12	-1.1	1	0.4	1.2	0.0	2	4
O=C(CSc1ccc2ccccc2n1)N/N=C/c1ccccc1O	5	8	16	1	-0.5	0.7	-1.5	-7	-10
NC(=O)NCc1cccs1	-14	0	-0.5	2	-1.3	0.5	-0.4	4	-1
Cc1oc2c(CN3CCCC3)c(O)ccc2c(=O)c1Oc1ccccc1Br	-313	-1	0.9	8	-3.4	.	0.3	-5	-1
CN(CC(=O)Nc1cccc(F)c1)C(=O)CCc1nc2sc3c(c2c(=O)[nH]1)CCCC3	-11	-8	0.2	2	-0.9	-0.8	.	.	.
CCN(CC)CCNC(=O)C(=O)Nc1cc2c3c(c1)CC(=O)N3CCC2	0	-6	1.2	4	-4.0	-0.7	2.0	1	-2
CN(C)C(=O)COc1ccc2cc(-c3ccccc3)c(=O)oc2c1	-319	6	0.3	-9	-2.2	.	-1.4	-6	-1
CCOC(=O)N1CCN(C(=O)CSc2nnc(-c3cc(OC)cc(OC)c3)o2)CC1	-2	13	0.9	3	-2.7	.	-0.4	-17	-4
O=c1[nH]c2ccc(NC(=S)Nc3ccc(Cl)cc3Cl)cc2[nH]1	-4	-8	1.4	0	-4.2	.	-0.7	1	-5
O=C1CC(c2ccc(F)cc2)CC(O)=C1C=NCCN1CCN(C(=O)Nc2ccccc2)CC1 (configuration not stated)	-12	21	-0.4	-2	-3.9	.	-0.4	2	0
Cc1ccsc1C(=O)N1CCCC(N2CCN(c3cccc(Cl)c3)CC2)C1 (configuration not stated)	3	11	-0.2	6	-0.3	-0.4	-0.5	-8	3
COc1ccc(-n2cc(CN(C)CCO)c(-c3cccc(F)c3)n2)cc1	3	-7	-1.1	-9	-4.2	0.8	0.7	-2	-2

As entered above.
In BoNT A protease, O=C1CC(c2ccc(F)cc2)CC(O)=C1C=NCCN1CCN(C(=O)Nc2ccccc2)CC1 (configuration not stated) is entered as -0.4
In PfHsp40 rescue, N#Cc1nc(-c2ccccc2F)oc1NCc1ccccc1 is entered as 9.6
In Y pestis TopoI, O=C(CSc1ccc2ccccc2n1)N/N=C/c1ccccc1O is entered as 8
